P. falciparum M1AAP = malaria alanyl aminopeptidase activity blockers – biochemical, fluorogenic H-Leu-NHMec substrate, 1536-well (AID 1445); actives 0.42% (n = 220,000); inhibition, % at 30 µM, or IC50 in µM where a hit was titrated; recombinant M1AAP, H-Leu-NHMec fluorogenic kinetic assay; higher % means a stronger effect;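 active = primary inhibition above the hit cutoff, then over 50% inhibition at one or more dose response concentrations, cut at about 23% in these data, passing the limit was not always enough; inconclusive = conflicting primary data, or primary hits not chosen for dose response; inactive = low primary inhibition, or under 50% at every dose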;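 note: plate controls were DMSO full reaction for no effect and no enzyme background for full effect; strong numbers were not always called active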
AID2073 = disruptors of CaV2.2 binding to Mint1 – biochemical, HTRF (AID 2073); actives 0.19% (n = 290,000); HTRF protein-protein interaction, Mint1-CaV2.2; higher % means a stronger effect; one-dose inhibition, % at 20 µM; IC50 in µM for titrated hits; in the data active = inhibition mostly above about 51%, no sharp cut-off; inconclusive = no clear call, values can overlap the other calls; inactive = mostly below about 53%; note: some results filed as inactive read as strong as hits
Hep lipid drop = hepatic lipid droplet formation modulation; inhibition, % at 6.5 µM; AML12 mouse hepatocytes, oleate lipid droplets, BODIPY imaging; actives 0.4% (n = 240,000);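 active = lipid droplet intensity inhibited by at least 50%, with more than 500 cells counted; inconclusive = wells with under 300 cells, treated as cytotoxic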
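Material: mouse AML12 hepatocyte cell line, fixed after treatment; Timing: compound with oleate, overnight; Technique: high-content imaging of BODIPY-stained droplets and DAPI nuclei; Probe or stimulus: oleate, 100 µM final; Dosing: compound at 6.5 µM only.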
HEK293 NOD2/NF-kB = inhibition of NOD2-driven NF-kB reporter – cell-based, luminescence, uHTS, HEK293 (AID 1566); actives 0.63% (n = 290,000); inhibition, % at 4 µM, or EC50 in µM where a hit was titrated; HEK293 NOD2/NF-kB luciferase reporter, luminescence; higher % means a stronger effect; note: many of its hits are not listed in these tables
LYP inhibition = PTPN22 lymphoid phosphatase activity blockers – biochemical, fluorescence intensity, uHTS (AID 1779). one-dose inhibition, % at 11.5 µM; IC50 in µM for titrated hits. actives 0.054% (n = 290,000). recombinant LYP phosphatase, fluorescence intensity; higher % means a stronger effect;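 note: plate controls were vehicle with enzyme for no effect and no enzyme for full effect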
P. falciparum M17LAP = P. falciparum M17LAP inhibitors, primary screen, biochemical, fluorogenic H-Leu-NHMec substrate, 1536-well (AID 1619) | recombinant M17LAP, H-Leu-NHMec fluorogenic kinetic assay; higher % means a stronger effect | actives 0.38% (n = 220,000) | one-dose inhibition, % at 30 µM; IC50 in µM for titrated hits;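 active = compound inhibiting the enzyme by more than half at any dose during confirmatory dose-response retesting; inconclusive = strong single-dose inhibitors picked by rank but not retested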;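 note: plate controls were full reaction with DMSO carrier for no effect and no enzyme background for full effect; strong numbers were not always called active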
Siah-1 displacement = Siah-1 peptide-binding antagonists, primary screen, biochemical, fluorescence polarization, rhodamine-plectin, uHTS (AID 1817); Siah-1 / rhodamine-plectin peptide fluorescence polarization; higher % means a stronger effect; one-dose displacement, % at 20 µM; IC50 in µM for titrated hits; actives 0.02% (n = 290,000);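 active = displacement of at least 50% at 20 µM, with a fluorescence ratio check between 0.3 and a set limit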;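 note: plate controls were Siah plus tracer with DMSO for no effect and tracer alone without Siah for full effect; strong numbers were not always called active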
CSM14.1 death rescue = rescue of cells from ER stress-induced death, primary screen, 384-well, CSM14.1, thapsigargin, ATP luminescence (AID 1222); CSM14.1 thapsigargin-induced death rescue, ATP luminescence; higher % means a stronger effect; cellular ATP content (survival), % at 20 µM; hits with a dose series show EC50 in µM; 190,000 tested, under 10 active;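 active = EC50 below 50 µM in the dose-response confirmation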;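 note: death triggered by thapsigargin at about 15 µM added after 2 h compound pretreatment; cell ATP read after overnight thapsigargin exposure of roughly 18 to 22 hours; normalized against plate controls of thapsigargin alone and 5% DMSO vehicle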
XIAP antagonists = XIAP antagonists, biochemical, IAP family, fluorescence polarization (AID 1018). XIAP BIR domain, fluorescence polarization peptide displacement; higher % means a stronger effect. displacement, % at 20 µM, or IC50 in µM where a hit was titrated. actives 0.007% (n = 200,000); in the data active = displacement above about 50%; note: a part of the inactive calls stands beside numbers as strong as those of hits
Hep lipid drop cells 6.5 µM = also measured in Hep lipid drop; calls as there; cell count; measured here: cell count, cytotoxicity flag;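 cells counted across two imaged fields per well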
An asterisk follows results filed as active; u = inconclusive; x = no result given. Cut-off read from the data, not from the text of the source, unless noted: active = inhibition above about 50%; inactive = the rest. Not all compounds are listed; count on the stated rates, not on these rows.

compound	P. falciparum M1AAP	AID2073	Hep lipid drop	Hep lipid drop cells 6.5 µM	HEK293 NOD2/NF-kB	LYP inhibition	P. falciparum M17LAP	Siah-1 displacement	CSM14.1 death rescue	XIAP antagonists
COc1ccc(C(=O)Nc2nnc(S(=O)(=O)N(C)Cc3ccc(F)cc3)s2)cc1OC	x	u	-5	684	x	-9%	x	1%	x	x
COc1ccc(-n2c(Cc3cccn3C)nnc2SCC(=O)Nc2ccc(C(C)=O)cc2)cc1	9%	-3%	x	x	7%	-6%	6%	-2%	3.7%	-1.9%
CCC(C)[C@H](NC(=O)OC(C)(C)C)C(=O)N/N=C/c1ccc2cc(OC)ccc2n1 (stereo partly specified)	10%	9%	-13	749	11%	-1%	12%	2%	1.2%	-5.3%
Cc1ccc(S(=O)(=O)N/N=C/c2cn(C)nc2C)cc1	-2%	1%	14	773	0%	2%	12%	2%	0.3%	-9.6%
CCCOc1ccc(CC(=O)NNC(=S)Nc2ccccc2)cc1Br	-19%	8%	13	665	-2%	0%	-9%	3%	-1.1%	-4.7%
CCOC(=O)C1CCCN(S(=O)(=O)c2ccc(-c3cc(C)no3)s2)C1 (stereo unspecified)	x	-6%	-7	656	23%	-9%	x	2%	x	x
NC(=O)CC(NC(=O)Cc1ccc(Br)cc1)c1ccc(N2CCN(c3ccccc3)CC2)c([N+](=O)[O-])c1 (stereo unspecified)	7%	7%	3	560	-12%	1%	0%	1%	x	x
COc1cc(-c2nc(S(=O)(=O)c3ccc(C)cc3)c(N3CCOCC3)o2)cc(OC)c1OC	-4%	13%	16	673	15%	10%	2%	2%	-0.8%	-5.0%
CCCCCOC(=O)C1=C(C)NC(=O)NC1c1ccc(N(C)C)cc1 (stereo unspecified)	x	46%	5	843	9%	-1%	x	2%	x	x
COc1ccc(NC(=O)COC(=O)c2ccc(S(=O)(=O)N(C)c3ccccc3OC)cc2)c(OC)c1	9%	-7%	9	630	19%	-5%	5%	-5%	-0.6%	-4.4%
CCOc1ccc(S(=O)(=O)N2CCN(Cc3ccc4c(c3)OCO4)CC2)cc1Cl	x	7%	1	800	11%	2%	x	1%	x	x
COc1cccc(CNS(=O)(=O)c2ccc3c(c2)N(C(C)=O)CCO3)c1	x	3%	-3	665	8%	-3%	x	2%	x	x
Cc1cccc(OCCCC(=O)NC(C)c2ccccc2)c1 (stereo unspecified)	-3%	-1%	-14	778	-2%	-4%	14%	4%	-0.5%	-17%
Cc1ccc(S(=O)(=O)N(CC(O)CN2C(=O)NC(C)(C)C2=O)c2cccc(C)c2)cc1 (stereo unspecified)	-2%	1%	-12	744	17%	-6%	6%	-6%	x	x
CC1(C)Cc2c(c(N3CCOCC3)nc3sc(C(=O)N4CCCCC4)c(N)c23)CO1	-3%	12%	10	679	7%	-6%	-6%	0%	x	-3.2%
O=C(O)c1ccc(OCC2CCCO2)cc1 (stereo unspecified)	x	12%	12	813	-8%	-2%	x	2%	x	x
Cc1cccc(CSC2=NCCN2C(=O)c2ccc(Br)o2)c1	1%	7%	x	x	10%	-1%	4%	1%	0.7%	-3.0%
CC(=O)c1ccc(OCc2cc(C(=O)NCCN3CCCC(O)C3)no2)cc1 (stereo unspecified)	x	4%	22	727	18%	-12%	x	-1%	x	x
CCc1nccn1S(=O)(=O)c1ccc(C)c(C)c1	8%	-4%	3	631	12%	-3%	4%	4%	-1.0%	0.3%
CN(CCO)c1nc(N)c(C#N)c(CC#N)c1C#N	1%	0%	4	691	11%	-8%	-3%	0%	x	x
CCOc1ccc2nc(NC(=O)CC3Oc4ccccc4NC3=O)sc2c1 (stereo unspecified)	7%	30%	3	732	7%	-2%	21%	3%	x	x
COc1ccc(C(=S)Nc2ccccc2)cc1	3%	-9%	x	x	-53%	-8%	-2%	3%	-1.3%	1.4%
C=CCSC1=C(C#N)C2(CCCCC2)C(C#N)C(=O)N1 (stereo unspecified)	5%	0%	x	x	13%	2%	9%	-4%	-0.9%	-2.9%
C=CCC(NCc1ccccc1)c1ccc(OC)cc1 (stereo unspecified)	x	2%	-9	729	6%	-11%	x	-1%	x	x
CCCc1cc(C(=O)Nc2ccccc2SC)no1	-3%	13%	-24	639	-8%	0%	6%	-8%	x	-4.4%
O=C(Nc1ccc(Oc2ccccc2)cc1)c1ccco1	5%	-4%	0	771	-74%	6%	-4%	9%	-0.2%	-11%
CCOC(=O)/C(C#N)=C/C1=C(N2CCOCC2)C(C)(C)OCC1	0%	1%	-2	693	14%	-5%	4%	-2%	x	x
O=C(CCC(=O)c1cccs1)Nc1ccc(F)c(F)c1F	2%	5%	x	x	-5%	-8%	7%	0%	-0.7%	-5.5%
Cc1ccc(C(=O)NC2CCN(C(=O)Nc3ccccc3Cl)CC2)cc1	x	11%	8	842	22%	-4%	x	0%	x	x
CCc1ccccc1NC(=O)NC1CCCCC1	8%	8%	8	791	10%	-8%	-2%	-5%	1.2%	-6.3%
Cc1c(C(=O)NNc2c(Cl)cccc2Cl)n(C)oc1=O	19%	13%	3	704	-78%	3%	12%	-2%	x	x
CN(C)c1cc2c(cc1NC(=O)c1ccccc1Cl)n(C)c(=O)n2C	x	0%	-22	829	16%	-10%	x	5%	x	x
CN(CCOc1ccc(Cl)cc1)CC(=O)Nc1ccc(OC(F)(F)F)cc1	x	1%	-22	855	-47%	-2%	x	0%	x	x
COc1ccc(-n2nnc3c(=O)n(Cc4cccc(C)c4)cnc32)cc1	2%	6%	x	x	-1%	0%	5%	5%	-0.9%	-9.5%
COC(=O)c1c(NC(=O)c2ccccc2)sc(C(=O)c2ccccc2)c1C	3%	24%	x	x	19%	-8%	-10%	3%	-2.9%	-7.7%
CCCn1nc(NC(=O)c2cccs2)c2cc3cc(OC)ccc3nc21	7%	6%	-3	652	-16%	-2%	-5%	-2%	x	1.5%
CC(C)(C)NC(=O)CSc1nnc(NC(=O)c2ccccc2Cl)s1	11%	-5%	13	708	-3%	-1%	-4%	2%	-1.8%	-7.3%
CCCCC(=O)Nc1cccc(-c2nc3ncccc3o2)c1C	x	-3%	x	x	-2%	-4%	x	1%	x	x
CN(C)CCCNS(=O)(=O)c1ccc(-n2nnc3ccccc32)c([N+](=O)[O-])c1	x	32%	x	x	0%	-5%	x	-3%	x	x
Cc1cc(NC2CCCCC2)nc(-c2ccccc2O)n1	1%	15%	x	x	-22%	-5%	-2%	4%	-0.4%	-12%
CC(CN(C(N)=O)c1ccccc1O)C(=O)O (stereo unspecified)	11%	-22%	-4	797	4%	-8%	8%	-1%	-0.7%	-18%
O=C(c1ccccc1)N1CCN(C(=O)c2ccccc2)CC1	1%	-1%	2	797	-4%	-3%	-8%	-5%	-1.6%	-0.1%
CCOC(=O)c1sc(N(Cc2ccccc2)C(=O)CSc2ncn[nH]2)nc1C	6%	-4%	1	765	-7%	0%	-15%	2%	1.7%	-13%
Cc1ccc(CNC(=O)CCSCCC(=O)NCc2ccc(C)cc2)cc1	-1%	10%	6	749	-3%	0%	13%	-3%	-1.5%	-5.7%
CCn1cc(CN2CCCC(CNS(=O)(=O)c3ccc(OC)cc3)C2)cn1 (stereo unspecified)	x	-3%	7	850	3%	-13%	x	-4%	x	x
CCOC(=O)c1nc(S(C)(=O)=O)ncc1N1CCOCC1	9%	4%	x	x	16%	-10%	4%	-2%	0.2%	-4.2%
CC(C)c1ccc(NC(=O)NC2CCN(CC(=O)Nc3cccc4ccccc34)CC2)cc1	0%	1%	27	769	-2%	3%	-5%	4%	-2.0%	-15%
Cc1ccccc1CCN1CCCC(CN(C)CC(C)(C)C)C1 (stereo unspecified)	x	-8%	-7	814	9%	-8%	x	11%	x	x
CN1CCN(C2CCCCCC2)CC1	12%	8%	-12	710	-18%	-1%	12%	4%	4.0%	-7.6%
C/C(=N\NC(=O)CNC(=O)c1ccc2c(c1)OCO2)c1ccco1	0%	0%	-24	677	10%	-6%	20%	3%	0.8%	-20%
O=C(COCC(=O)N1CCOCC1)N1CCOCC1	2%	-1%	0	677	-9%	0%	-11%	0%	x	-6.6%
CC(C)NC(=O)COC(=O)CNC(=O)c1cc(Cl)cc([N+](=O)[O-])c1	4%	2%	-4	672	1%	-5%	-3%	3%	-0.4%	-3.4%
COc1ccc(-c2nc(N)ncc2-c2csc(C)n2)c(O)c1	5%	7%	x	x	-13%	-5%	10%	-2%	1.7%	-1.8%
O=C(c1cccc(OC2CCN(Cc3ccc(F)cc3)CC2)c1)N1CCCC1	x	8%	-8	686	-9%	-8%	x	4%	x	x
COc1ccc(NC(=O)c2c(C)oc3c2CCCC3)cc1	8%	0%	x	x	17%	-12%	-3%	2%	0.7%	-7.3%
Cc1ccc(C(NC(N)=O)c2ccccc2)cc1 (stereo unspecified)	1%	10%	-1	773	-21%	-6%	-8%	-2%	0.4%	-8.3%
O=C(NCCc1ccc(Cl)cc1Cl)c1cc([N+](=O)[O-])c[nH]c1=O	x	-12%	-14	768	21%	-4%	x	2%	x	x
Cc1cc(C(C)(C)C)cc(S(=O)(=O)NCC(=O)O)c1C	-3%	1%	9	719	11%	-9%	23%	-7%	-2.3%	-7.7%
CCN(CC)c1ccc(/C=N/NC(=O)c2cccc(S(=O)(=O)N3CCOCC3)c2)c(O)c1	0%	19%	-6	570	-27%	-11%	1%	0%	-1.2%	0.5%
COc1cc(OC)cc(C(=O)N2CCN(Cc3cccc(F)c3)CC2)c1	-5%	2%	x	x	-6%	-9%	6%	10%	2.5%	-0.8%

Continuation:
compound	P. falciparum M1AAP	AID2073	Hep lipid drop	Hep lipid drop cells 6.5 µM	HEK293 NOD2/NF-kB	LYP inhibition	P. falciparum M17LAP	Siah-1 displacement	CSM14.1 death rescue	XIAP antagonists
CCN(CC(=O)NCCCN1CCOCC1)S(=O)(=O)c1ccc(F)cc1	x	0%	-10	804	-4%	-6%	x	3%	x	x
C/C=C/c1ccc(OCCCCN2CCC(C)CC2)c(OC)c1	-3%	-6%	-15	711	0%	-10%	-3%	-1%	-1.8%	-6.5%
CC(C)NC(=O)NC(=O)COC(=O)c1ccc(OC(F)(F)F)cc1	-1%	0%	-19	642	21%	-2%	6%	-2%	1.5%	-15%
C=CCC(NCc1ccccc1)c1ccc(Cl)cc1 (stereo unspecified)	5%	-1%	-5	645	-9%	-2%	6%	-1%	-1.1%	-4.8%
Cc1ccc2cc3c(nc2c1)OCC3	2%	6%	-1	641	-13%	-8%	4%	-4%	x	x

From PubChem
